Screening results from PubChem BioAssay.
TGFb inhibitor = inhibitors of TGF-b signaling. HepG2 CAGA-GFP TGF-b/SMAD3 reporter, GFP fluorescence, 18 h; TGF-beta stimulated, 500 pg/mL final. Potency, µM (top dose mostly 46.1 µM), for the others: at the top dose activity, negative = inhibition, usual class: inhibitors. hit rate 1.2% among 410,000. AID 588855; also: % is scaled to controls: 0 for no effect and ±100 for the full control effect; nearly all actives have a fitted effect of over 65% in size
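Inhibition was scored as loss of TGF-beta-induced (500 pg/mL final, 18 hours, 37 degrees C) GFP in HEPG2 cells carrying a CAGA-GFP reporter, in DMEM with 1% FBS. Well GFP was summed per cell; Activity was normalised to unstimulated and stimulated DMSO wells, then concentration-response fitting.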
MCF10A rerep = induces DNA re-replication in MCF 10a normal breast cells. AID 624296. hit rate 2.9% among 350,000. Potency, µM (top dose mostly 46.1 µM), for the others: top-dose activity, positive = re-replication, actives largely listed as activators. MCF 10A DNA re-replication, Hoechst nuclear intensity, 48 h; also: % of control where 0% means no effect; nearly all actives have a fitted effect of over 50% in size
EPAC2 antagonist = blocks human EPAC2 exchange factor | Potency, µM (titrated, usually from 114 µM), inactives show top-dose activity, negative = inhibition, usual class: inhibitors | AID 720708 | EPAC2 GEF exchange of Rap1B-BODIPY-GDP, fluorescence | hit rate 0.18% among 360,000 | Q8WZA2; also: % is scaled to controls: 0 for no effect and ±100 for the full control effect; nearly all actives have a fitted effect of over 45% in size; many of its hits are not listed in these tables
Target sequence (Q8WZA2 whole entry, looked up): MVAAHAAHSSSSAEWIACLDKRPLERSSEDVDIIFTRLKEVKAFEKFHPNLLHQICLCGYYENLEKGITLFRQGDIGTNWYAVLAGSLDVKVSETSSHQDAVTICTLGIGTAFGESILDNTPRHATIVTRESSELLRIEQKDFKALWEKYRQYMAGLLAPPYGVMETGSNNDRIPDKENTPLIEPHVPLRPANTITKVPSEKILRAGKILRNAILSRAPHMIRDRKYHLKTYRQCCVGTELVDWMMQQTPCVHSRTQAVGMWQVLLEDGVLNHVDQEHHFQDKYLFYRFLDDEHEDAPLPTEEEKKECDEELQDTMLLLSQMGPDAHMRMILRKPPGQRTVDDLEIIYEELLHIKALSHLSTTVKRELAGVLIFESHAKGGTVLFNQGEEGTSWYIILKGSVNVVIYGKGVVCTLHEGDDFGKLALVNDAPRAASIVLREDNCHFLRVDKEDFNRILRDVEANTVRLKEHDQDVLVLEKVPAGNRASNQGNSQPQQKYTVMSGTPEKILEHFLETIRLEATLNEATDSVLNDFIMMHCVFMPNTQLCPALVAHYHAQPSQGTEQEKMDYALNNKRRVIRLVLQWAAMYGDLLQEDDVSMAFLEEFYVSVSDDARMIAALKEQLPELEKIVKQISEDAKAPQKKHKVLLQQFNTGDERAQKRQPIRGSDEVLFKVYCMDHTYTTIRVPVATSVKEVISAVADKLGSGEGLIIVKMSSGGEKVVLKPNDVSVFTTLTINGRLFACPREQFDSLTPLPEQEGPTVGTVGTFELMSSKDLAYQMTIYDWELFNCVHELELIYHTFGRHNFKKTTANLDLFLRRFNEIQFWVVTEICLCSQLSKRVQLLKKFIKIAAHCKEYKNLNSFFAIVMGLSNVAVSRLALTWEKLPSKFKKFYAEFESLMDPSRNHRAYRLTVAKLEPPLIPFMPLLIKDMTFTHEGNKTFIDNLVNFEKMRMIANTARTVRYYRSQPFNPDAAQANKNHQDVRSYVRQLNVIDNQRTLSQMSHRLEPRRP
ATXN2 expr inh = reduces ATXN2 reporter expression in HEK-293 cells. HEK-293 ATXN2-luciferase reporter, luminescence, 24 h. Potency, µM (series often up to 57 µM), without a hit: top-dose activity change, negative = inhibition, actives largely listed as inhibitors. hit rate 0.72% among 360,000. AID 1745845; also: % is scaled to controls: 0 for no effect and ±100 for the full control effect; nearly all actives have a fitted effect of over 55% in size
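qHTS (up to 57 uM final) was run with 24 h compound exposure of reporter cells at 37 °C. Each well was multiplexed: SteadyGlo luminescence measured ATXN2-luciferase expression after a fluorogenic Gly-Phe-AFC viability readout (25 uM final).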
Nrf2 block = blocks Nrf2 signaling; A549 ARE-Fluc reporter, luciferase luminescence, 18-24 h; Potency, µM (titrated, usually from 46 µM), for inactives: at the highest dose activity change, negative = inhibition, actives largely listed as inhibitors; hit rate 2.1% among 360,000; AID 504444; also: % is scaled to controls: 0 for no effect and ±100 for the full control effect; nearly all actives have a fitted effect of over 60% in size
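Concentration-response testing used A549 ARE_Fluc cells at 5000 cells/well. Following an 18-24 h compound incubation, viability was read by fluorescence (Ex 405/Em 525) and luciferase output by luminescence.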
ATXN viability = viability counter-screen for ATXN expression inhibitors | S2 cells (HEK-293 line with an ATXN2-luciferase reporter) viability, CellTiter-Fluor protease fluorescence, 24 h | Potency, µM (doses to about 56.7 µM), most hits filed as cytotoxic | hit rate 0.49% among 400,000; also: nearly all actives have a fitted effect of over 40% in size
HepG2 tox = kills HepG2 cells in TGF-b inhibitor counter-screen; hit rate 0.76% among 410,000; HepG2 CAGA-GFP viability, ATP luminescence, 18 h; Potency, µM (highest dose often 46.1 µM), inactives show top-dose activity change, negative = cytotoxicity, actives largely listed as cytotoxic; AID 588856; also: some results filed as inactive show a strong effect at the top dose
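CellTiter-Glo luminescence gave cytotoxicity after 18 hours at 37 degrees C. The cells were HepG2 CAGA-GFP in 1% FBS DMEM, stimulated with 500 pg/mL TGF-beta after compound addition. %Activity was normalised to no-cell wells (complete cell-killing) and DMSO (no toxicity), and curves were fitted and classified.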
Nrf2 activator = activates Nrf2 signaling; Potency, µM (highest dose often 46.1 µM), for the others: at the highest dose activation, actives largely listed as activators; AREc32 ARE-luciferase reporter (MCF7-derived line), luminescence, 24 h; hit rate 0.31% among 410,000; AID 624171; also: % of control where 0% means no effect; nearly all actives have a fitted effect of over 65% in size
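ARE activation measured as luciferase luminescence (Steady-Glo, 30 min RT) in AREc32_Fluc cells after 24 hr compound exposure at 37 deg C, 5% CO2; cells seeded overnight at 1000/well in OPTI-MEM, 5% FBS.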
A549 tox = counter-screen for Nrf2 inhibitors: cytotoxicity in A549 cells; hit rate 0.16% among 390,000; A549 ARE-Fluc cells, CellTiter-Fluor viability, 18-24 h; AID 504648; Potency, µM (titrated, usually from 46 µM), inactives show top-dose activity change, negative = cytotoxicity, actives largely listed as inhibitors; also: % is scaled to controls: 0 for no effect and ±100 for the full control effect
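A549 ARE-Fluc cells in 5% FBS OPTI-MEM, 5000 cells/well, rested 2 h then exposed to compounds in concentration-response for 18-24 h at 37 °C. Viability by CellTiter-Fluor fluorescence (Ex 405/Em 525) after 30 min; luciferase luminescence (BugLite, 15 min, RT) read afterwards.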
* hit, by the source's call; i = inactive; ? = inconclusive; . = not tested or not shown; & = joins results of further samples; [ ] = remark or other dose. Calls follow the shape of the dose curve; as a rule, active = well fitted curve in the direction sought with a large enough effect; inconclusive = small, poorly fitted or top-dose-only effect, or another doubt; inactive = no such curve, though single readings can be large; an effect the other way counts as inactive or inconclusive. Potency is read from the fitted curve at half-maximal effect. An excerpt; count on the stated rates, not on these rows.

SMILES	TGFb inhibitor	MCF10A rerep	EPAC2 antagonist	ATXN2 expr inh	Nrf2 block	ATXN viability	HepG2 tox	Nrf2 activator	A549 tox
CCN(CC)c1ccc(NC(=O)CN(C)S(=O)(=O)c2cccc3nsnc23)c(C)c1	-12%	.	.	.	2%	.	-26%	-0.4%	17%
COC(=O)c1ccc(C(=O)OC)c(NC(=O)CSCc2ccc(Br)cc2)c1	-2%	-2%	-2%	-3%	-12%	i	-17%	0.1%	12%
O=C(Nc1ccc(Cl)c(Cl)c1)N1CCOCC1	9%	-5%	2%	4%	4%	i	11%	0.1%	5%
CCNC(=S)NNC(=O)C1CCN(Cc2ccccc2)CC1	6%	2%	7%	-20%	2%	i	-6%	-0.4%	2%
Cc1ccc(C)c2nc3sc(C(=O)N4CCOCC4)c(N)c3cc12	4%	?	-5%	19%	9%	i	2%	3.3%[9.22 µM]	-5%
COc1ccc(-c2cc3c(=O)n(CC(=O)Nc4ccc(Cl)cc4)nc(C)n3n2)cc1	-15%	7%	2%	4%	33%	i	-18%	-0.2%	5%
O=C1NC(=O)/C(=C\c2ccc(Oc3ccc([N+](=O)[O-])cn3)cc2)S1	4%	7%	-11%	1%	?	i	-1%	14%	-17%
CC(C)CC(C(=O)NCC1CCCO1)N(C(=O)Cn1nnc(-c2ccc(F)cc2)n1)c1cccc(C(F)(F)F)c1 (stereo not drawn)	2%	3%	3%	.	-5%	.	-11%	0.0%	-2%
Cc1snc(SCc2ccc(Cl)cc2)c1C#N	-28%	-6%	?	.	15%	i	-19%	4.9%	?
COc1ccc(NS(=O)(=O)c2cccc(NC(=O)COc3ccc(OC)cc3)c2)cc1	-6%	-3%	-12%	.	-9%	i	8%	-0.7%	1%

3 compounds from above, ordered by their value in EPAC2 antagonist, highest first.
canonical_smiles | EPAC2 antagonist
CC(C)CC(C(=O)NCC1CCCO1)N(C(=O)Cn1nnc(-c2ccc(F)cc2)n1)c1cccc(C(F)(F)F)c1 (stereo not drawn) | 3%
O=C(Nc1ccc(Cl)c(Cl)c1)N1CCOCC1 | 2%
Cc1ccc(C)c2nc3sc(C(=O)N4CCOCC4)c(N)c3cc12 | -5%

The listing continues.
SMILES	TGFb inhibitor	MCF10A rerep	EPAC2 antagonist	ATXN2 expr inh	Nrf2 block	ATXN viability	HepG2 tox	Nrf2 activator	A549 tox
CC(=O)Nc1ccc(Oc2ccc([N+](=O)[O-])cc2Cl)cc1	?	1%	-9%	-19%	4%	?	-21%	2.2%	0%
CCOC(=O)c1cn(Cc2cccc(C)c2)nn1	-1%	-6%	-3%	-9%	4%	i	14%	-1.1%	4%
CCN(CCCNC(=O)c1cc2c(=O)[nH]c3ccc(C)cc3c2s1)c1ccc(C)cc1	-15%	.	.	.	-6%	.	3%	0.9%	5%
COc1ccc([C@H]2CC(=O)C[C@@H](CCn3cc(-c4nccn4C)nn3)O2)cc1	.	.	5%	13%	.	i	.	-0.4%	.
O=C(OCc1ccccc1Cl)c1cccnc1Cl	0%	1%	1%	6%	.	i	6%	0.1%	2%
O=C(NCCCN1CCOCC1)c1ccc(Cl)cc1[N+](=O)[O-]	1%	-24%	2%	3%	3%	i	-13%	-0.8%	7%
Cc1ccc(-c2cn3c(n2)sc2cc(C(=O)NC4CCCCC4)ccc23)cc1	2%	.	.	.	7%	.	-5%	3.0%	-1%
COc1ccc(NC(=S)N2CCN(c3ccccn3)CC2)cc1OC	6%	-60%[inhibitor]	11%	-2%	2%	i	-2%	-0.7%	-5%
COc1ccc(S(=O)(=O)NC2CCCCCC2)c(OC)c1	0%	1%	-25%	8%	-2%	i	-5%	0.4%	-4%
COc1ccc(NC(=O)c2cc(-c3ccc(F)cc3C)n[nH]2)cc1OC	2%	.	-8%	-25%	.	?	-8%	3.2%	.
O=S(=O)(c1cccc(Br)c1)N1CCN(c2nc(-c3cccs3)nc3ccccc23)CC1	-15%	.	.	.	-2%	.	-9%	.	3%
CCN(CC)S(=O)(=O)c1ccc(NC(=S)NC(=O)CC(C)C)cc1	9%	?	-8%	-9%	?	i	-2%	0.4%	0%
Cc1cc(OCC(=O)N2CCN(c3ccccc3)CC2)c2c(C)c(C)c(=O)oc2c1	-10%	6%	-5%	0%	8%	i	-3%	2.6%	4%
CN(Cc1ccccc1)C(=O)C1CCCN1S(=O)(=O)c1ccc(Cl)cc1 (stereo not drawn)	0%	-4%	5%	-3%	11%	i	6%	-0.6%	1%
CC1(C)Nc2ccccc2N(CCC(=O)N2CCOCC2)C1=O	6%	-3%	-2%	5%	29%	i	-3%	0.3%	-2%
CN1CC(=O)N(CC(=O)Nc2cccc3ccccc23)C1=O	20%	0%	10%	-10%	1%	i	-2%	4.9%	-8%
O=C(Nc1nnc(S(=O)(=O)N2CCOCC2)s1)c1ccccc1Cl	4%&-21%	0%	11%	1%	?	i	-2%&-12%	-2.0%&-1.0%	1%&8%
Cc1ccccc1-n1c(SCC(=O)N2CCCCC2)nc(O)cc1=O	2%	-1%	-1%	1%	1%	?	38%	0.2%	-7%
CCOc1ccc(N2C(=O)C(C)CNC2=S)cc1 (stereo not drawn)	3%	-6%	2%	-3%	1%	i	-6%	-0.9%	-7%
COC(=O)c1c(-c2ccc(OC)cc2)oc2ccc(-c3ccc(OC)nc3)cc12	-11%	-26%	0%	-13%	1%	i	-25%	-1.1%	-1%
c1cncc(CNc2cccc(-c3nc4ccccc4[nH]3)c2)c1	-27%	?	1%	10%	?	i	-20%	7.0%	-1%
COC(=O)C1=CN(c2cc(C)cc(C)c2)C=C(C(=O)OC)C1c1cccc(F)c1	-5%	3.7µM*	?	5%	-19%	i	7%	-0.2%	11%
COc1ccc(-n2c(SCC(=O)NCc3ccccc3)nc3c([nH]c4ccccc43)c2=O)cc1	5%	.	.	2%	.	i	-32%	-1.3%	-2%
CN(C)S(=O)(=O)c1cc(C(=O)O)c(NC2CCCCC2)cc1Cl	16%	-24%	-3%	2%	.	i	1%	-0.8%	-2%
N#Cc1nnn2c1nc(N)c1c(F)cccc12	9%	5%	1%	-10%	?	i	12%	3.0%	-4%
CN(C)CCNS(=O)(=O)c1ccc(N2CCN(c3ccc(F)cc3)CC2)c([N+](=O)[O-])c1	0%	?	-2%	-15%	-7%	?	-46%	7.6%	-4%
O=C(NCC(c1ccco1)N1CCN(c2ccc(F)cc2)CC1)C(=O)NC1CCCC1 (stereo not drawn)	26%	2%	-5%	-5%	-5%	?	11%	-0.7%	0%
Cc1ccc(CNC(=O)Cn2ccc3cc(S(=O)(=O)N4CCCC4)ccc32)o1	-3%	9%	4%	4%	0%	i	-6%	-0.5%	-5%
CN(C)CCCN(C(=O)c1ccc(C(=O)c2ccccc2)cc1)c1nc2c(F)cccc2s1	?	4%	-2%	-9%	17%	i	-29%	-0.3%	0%
O=C1OC(c2ccc3c(c2)OCO3)=N/C1=C\c1ccc(C(=O)O)cc1	10%	-2%	13%	-1%	-19%	i	-3%	-0.4%	-2%
CCOC(=O)N1CCN(C(=O)CSCc2ccc(Br)cc2)CC1	?	1%	6%	-2%	0%	i	-73%	4.4%	3%
CCOc1ccc(C(=O)N[C@H](C(=O)O)C(C)C)cc1	-2%	0%	10%	-10%	0%	i	-3%	-0.1%	-1%
COCC1CCN(C(=O)C2CCC(=O)N(CCc3cccc(F)c3)C2)CC1 (stereo not drawn)	0%	-1%	6%	8%	5%	i	-3%	0.2%	-2%
O=C(c1cccs1)N1CCN(Cc2cccnc2)CC1	10%	0%	0%	-7%	9%	i	1%	-0.4%	3%
COC(=O)c1ccccc1OCc1cccc(C)n1	-3%	0%	11%	6%	7%	i	7%	0.5%	0%
O=C(OCC(=O)N1CCCc2ccccc21)c1cc(S(=O)(=O)N2CCOCC2)ccc1O	31%[activator]	-5%	6%	.	14%	i	2%	-0.9%	-2%
CS(=O)(=O)c1ccc(C(=O)N2CCN(C(=O)c3ccco3)CC2)cc1	12%	-1%	27%	-1%	8%	?	9%	0.1%	-2%
CC(=O)c1cccc(NC(=O)C2C(c3ccccc3)C2(Cl)Cl)c1 (stereo not drawn)	-19%	25%	5%	-25%	?	i	-20%	-1.0%[9.22 µM]	9%
O=C(Nc1ccc(Cl)cn1)c1cccnc1	0%	?	2%	2%	.	i	-2%	0.2%	-12%
O=C(COC(=O)Cn1cnc2ccccc2c1=O)Nc1ccc(Cl)c(C(F)(F)F)c1	-16%	8%	2%	-8%	?	i	-13%	-1.2%	1%
Cc1ccc(C(=O)OCC(=O)c2ccc[nH]2)s1	-5%	10%	-4%	.	?	i	21%	10%	-1%
CC(C)C(=O)Nc1cccc(C(=O)Nc2nnc(C(C)C)s2)c1	11%	-4%	3%	30%	?	i	-1%	-0.1%	-5%
CN(Cc1cnccn1)Cc1nc(Cc2cccc(F)c2)no1	29%	-2%	1%	-1%	-6%	i	6%	-0.5%	1%
CCC(C)(C)C(=O)Nc1ccc(C(N)=O)cc1	2%	-3%	-4%	3%	.	i	-18%	-0.1%	-3%
O=Cc1cccn1-c1c(C(=O)O)cnn1-c1ccccc1	3%	1%	2%	-10%[11.3 µM]	-1%	i	5%	-0.4%	1%
Cc1ccc(SCC(=O)Nc2cccc(-c3nc4cc(Cl)ccc4o3)c2C)cc1	2%	.	.	43%[activator]	14%	i	7%	19%	1%
O=C(c1cc(COc2cccc(C(F)(F)F)c2)on1)N1CCC(c2ccncc2)CC1	?	-6%	-26%	14µM*	13µM*	?	-43%	1.6%	-12%
CCCCOc1ccc(OCCCN2CCOCC2)cc1	-6%	?	-6%	19%&2%	21%	i	-11%	3.6%	-1%
Cc1cc(C)c(S(=O)(=O)N(C)CC(N)=O)c(C)c1	22%	?	-1%	6%	-10%	i	2%	-0.7%	-3%
CCCCC(=O)Nc1nc2c(OC)cc([N+](=O)[O-])cc2s1	-5%	-6%	-7%	-5%	?	i	-21%	0.1%	-1%
COc1ccccc1CNC(=O)C(=O)c1cn(CC(=O)N2CCCC2)c2ccccc12	0%	17%	0%	13%	5%	i	-9%	0.0%	-7%
